Screening data as filed in PubChem.
TrxR1 substrate: rat thioredoxin reductase 1 substrate activity | actives 0.01% (n = 390,000) | purified TrxR1 substrate turnover, NADPH consumption readout | Potency, µM (doses to about 114 µM), inactives show at the top dose activity change, negative = substrate turnover; also: potency is read from the fitted curve at half-maximal effect; % is scaled to controls: 0 for no effect and ±100 for the full control effect; nearly all actives have a fitted effect of over 50% in size
Target sequence (O89049 whole entry, looked up): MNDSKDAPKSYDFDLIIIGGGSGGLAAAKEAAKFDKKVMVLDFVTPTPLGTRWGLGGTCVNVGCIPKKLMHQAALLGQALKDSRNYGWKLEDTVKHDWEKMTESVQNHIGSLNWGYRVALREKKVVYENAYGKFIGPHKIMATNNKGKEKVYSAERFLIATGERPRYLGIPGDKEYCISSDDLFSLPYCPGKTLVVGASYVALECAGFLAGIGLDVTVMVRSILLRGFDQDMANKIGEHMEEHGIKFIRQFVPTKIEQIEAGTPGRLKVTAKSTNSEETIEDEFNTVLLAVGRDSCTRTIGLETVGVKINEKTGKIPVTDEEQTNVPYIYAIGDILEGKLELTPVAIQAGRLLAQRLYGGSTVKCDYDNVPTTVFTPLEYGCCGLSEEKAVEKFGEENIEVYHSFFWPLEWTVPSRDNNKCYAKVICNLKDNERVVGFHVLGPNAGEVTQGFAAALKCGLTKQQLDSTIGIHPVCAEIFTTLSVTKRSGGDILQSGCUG
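Rat TrxR1, dispensed at 90 nM, was prereduced with 400 uM NADPH (final) for 5 min at ~22 deg C, then incubated with compound 15 min before 400 uM selenite. A first-read NADPH fluorescence drop versus no-compound background flagged substrates.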
D2 antagonist: antagonizes the human D2 dopamine receptor; P14416; actives 2% (n = 340,000); HEK293 TREx D2 cells, calcium flux, dopamine EC80; AID 485344; inhibition, % at 10 µM; in the data active = inhibition above about 30%; also: 0% is about no effect
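In this primary screen, negative modulation is detected by tracking calcium flux after an EC80 dopamine challenge in inducible HEK293 T-REx D2 cells preexposed to test compound for 180 s.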
TRHR PAM: allosteric enhancers of human TRH receptor. P34981. TRHR cells, fluo-8 calcium fluorescence, EC20 TRH enhancement. enhancement, % at 2 µM. actives 0.66% (n = 360,000); in the data active = enhancement above about 30%; also: 0% is about no effect
Target sequence (P34981 whole entry, looked up): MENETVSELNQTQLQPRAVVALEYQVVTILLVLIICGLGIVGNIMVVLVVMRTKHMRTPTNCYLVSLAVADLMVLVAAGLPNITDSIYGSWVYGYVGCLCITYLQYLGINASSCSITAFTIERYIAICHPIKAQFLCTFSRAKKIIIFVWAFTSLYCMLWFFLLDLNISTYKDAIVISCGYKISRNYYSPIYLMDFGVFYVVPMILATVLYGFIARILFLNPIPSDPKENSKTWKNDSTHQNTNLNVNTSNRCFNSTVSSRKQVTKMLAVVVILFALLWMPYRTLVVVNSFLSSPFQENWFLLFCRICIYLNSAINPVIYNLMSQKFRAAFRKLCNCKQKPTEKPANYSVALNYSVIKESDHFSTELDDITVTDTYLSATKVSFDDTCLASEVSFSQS
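TRHR-expressing cells loaded with fluo-8 calcium dye were read kinetically (ex 480/em 530) during compound addition, then stimulated with an EC20 of TRH (10 nM final). Enhancement of the Gq-mediated intracellular calcium response was scored.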
D2 agonist: activates the human D2 dopamine receptor. P14416. HEK293 T-REx D2 cells, calcium flux agonist mode. activation, % at 2 µM. actives 0.53% (n = 340,000). AID 485358;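 active = activation over 3 SD above normal in the single-dose calcium agonist read, cut at about 30% in these data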; also: 0% is about no effect
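HEK293 Trex D2 cells, tetracycline-induced, o/n 30 C 5% CO2; no-wash Ca dye, RT 30–90 min; 10-cycle baseline, 23 nl cpd added, kinetic Ca read 180 s; agonist hits = positive Ca response.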
rTrxR1 inhibitor: inhibitors of rat thioredoxin reductase 1. AID 588453. recombinant rTrxR1, NADPH fluorescence consumption, selenite substrate. Potency, µM (highest dose often 114 µM), for the others: top-dose activity change, negative = inhibition, actives largely listed as inhibitors. actives 1% (n = 390,000); also: potency is read from the fitted curve at half-maximal effect; % is scaled to controls: 0 for no effect and ±100 for the full control effect; nearly all actives have a fitted effect of over 65% in size
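Rat TrxR1 (90 nM in the dispensed reagent) was pre-reduced with 400 uM NADPH for 5 min at room temperature, then incubated with compound for 15 min. After 400 uM selenite was added, NADPH fluorescence (Ex 340/Em 450 nm) was followed for 8 min.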
Pin1 inh: inhibitors of human Pin1. Q13526. Potency, µM (doses to about 115 µM), for inactives: at the highest dose activity, negative = inhibition, actives largely listed as inhibitors. actives 0.009% (n = 390,000). AID 504891. Pin1 FP peptide displacement, HiFluor488, 10 min; active = well fitted inhibition curve with a large enough effect in the polarisation, with a control signal flat, not every such curve was filed as active; inconclusive = small, poorly fitted or top-dose-only effect, or effect the other way, or a change in a side signal; inactive = no such curve, though single readings can be large or run the other way; the % refers to the polarisation; also: potency is read from the fitted curve at half-maximal effect; % is scaled to controls: 0 for no effect and ±100 for the full control effect
Target sequence (Q13526 whole entry, looked up): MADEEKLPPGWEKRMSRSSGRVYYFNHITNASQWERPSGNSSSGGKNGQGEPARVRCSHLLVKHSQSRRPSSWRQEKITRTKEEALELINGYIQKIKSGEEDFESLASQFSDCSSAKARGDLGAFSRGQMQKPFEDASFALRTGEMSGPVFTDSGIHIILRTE
IDH1 R132H inh: blocks human mutant IDH1 R132H enzyme. IDH1-R132H enzyme, NADPH consumption, diaphorase/resazurin fluorescence. Potency, µM (series often up to 76.6 µM), for the others: top-dose activity change, negative = inhibition, actives largely listed as inhibitors. actives 0.093% (n = 390,000). AID 602179; also: potency is read from the fitted curve at half-maximal effect; % is scaled to controls: 0 for no effect and ±100 for the full control effect; nearly all actives have a fitted effect of over 65% in size
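IDH1-R132H (0.5 ug/mL dispensed) in pH 7.5 Tris buffer was preincubated 30 min with compound, then given a substrate mix of 0.016 mM NADPH and 2 mM alpha-KG for 80 min at room temperature; remaining NADPH was read by diaphorase/resazurin fluorescence.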
USP1-UAF1 inh: blocks the human USP1/UAF1 deubiquitinase complex | O94782 | recombinant USP1/UAF1, Ub-Rhodamine cleavage fluorescence | Potency, µM (series often up to 57.1 µM), inactives show at the top dose activity change, negative = inhibition, actives largely listed as inhibitors | actives 0.23% (n = 390,000) | AID 743255; also: potency is read from the fitted curve at half-maximal effect; % is scaled to controls: 0 for no effect and ±100 for the full control effect; nearly all actives have a fitted effect of over 60% in size; inactives centre near -12
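High-throughput fluorogenic screen: 1nM USP1/UAF1 complex, Ub-Rho substrate 150nM final, 50mM HEPES pH 7.8 with 0.5mM EDTA, 0.1 mg/ml BSA, 1mM TCEP and 0.01% Tween-20.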
TRHR agonist: agonists of human TRH receptor. TRHR cells, calcium flux fluo-8, FDSS agonist mode. activation, % at 2 µM. actives 0.18% (n = 360,000). P34981; in the data active = activation above about 30%; also: 0% is about no effect
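TRHR-expressing cells loaded with fluo-8 calcium dye; 23 nL library compound pin-transferred, kinetic FDSS fluorescence (Ex 480/Em 530) recorded about 180 s for agonist-induced calcium release, before a 10 nM TRH EC20 addition for potentiator mode.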
Starred values were filed as active, the others as inactive; ? = inconclusive; · = no result given; & = joins results of further samples; [ ] = remark or other dose. Unless noted, calls follow the shape of the dose curve; as a rule, active = well fitted inhibition curve with a large enough effect; inconclusive = small, poorly fitted or top-dose-only effect; inactive = no such curve, though single readings can be large or run the other way.

Preview:
1) CCCc1nnc(NC(=O)CCC(=O)N2CCN(C3c4ccccc4-c4ccccc43)CC2)s1
2) CC(=O)Nc1nnc(-c2c(-c3c(Cl)cccc3Cl)noc2C)o1
3) Cc1ccc(S(C)(=O)=NC(=O)c2cc(C)on2)cc1 (centres undefined)
4) CCCC(C)c1nnc(NC(=O)C(=O)OCC)s1 (centres undefined)
5) CCOC(=O)C1CCCN(c2cc(=O)n(-c3ccccc3Cl)c(=O)[nH]2)C1 (centres undefined)
6) COc1cccc(CN(C)CC(=O)NCc2ccc(C)cc2)c1
7) O=C(O)C1C2CC3C(OC(=O)C31)C2Cl (centres undefined)

assay / compound,1,2,3,4,5,6,7
D2 agonist,0.5,0.1,·,-0.4,-0.1,-0.1,-0.3
D2 antagonist,-22.7,-9.6,·,-9.8,2.0,-7.5,2.1
rTrxR1 inhibitor,-6.9%,22.9%[11.4 µM],1.9%[57.1 µM],?,?,2.2%,6.0%
TRHR agonist,0.4,0.7,-0.1,0.3,0.7,-0.7,0.0
TrxR1 substrate,4.5%[0.457 µM],5.0%[11.4 µM],5.4%[57.1 µM],-13.4%,7.0%[57.1 µM],-4.5%,1.2%
IDH1 R132H inh,-1.3%,0.4%,-3.8%,0.1%,-1.0%,3.9%,3.1%
USP1-UAF1 inh,-8.2%,-11.3%,-7.4%,-6.0%,-23.8%,-8.3%,-21.0%
TRHR PAM,21.6,0.9,-2.7,-0.8,-1.0,-3.1,-3.0
Pin1 inh,3.1%,5.8%,3.9%,2.9%,-0.4%,-14.5%,5.2%

All compounds of this part (from the top)
1) CCCc1nnc(NC(=O)CCC(=O)N2CCN(C3c4ccccc4-c4ccccc43)CC2)s1
2) CC(=O)Nc1nnc(-c2c(-c3c(Cl)cccc3Cl)noc2C)o1
3) Cc1ccc(S(C)(=O)=NC(=O)c2cc(C)on2)cc1 (centres undefined)
4) CCCC(C)c1nnc(NC(=O)C(=O)OCC)s1 (centres undefined)
5) CCOC(=O)C1CCCN(c2cc(=O)n(-c3ccccc3Cl)c(=O)[nH]2)C1 (centres undefined)
6) COc1cccc(CN(C)CC(=O)NCc2ccc(C)cc2)c1

assay / compound,1,2,3,4,5,6
D2 agonist,0.5,0.1,·,-0.4,-0.1,-0.1
D2 antagonist,-22.7,-9.6,·,-9.8,2.0,-7.5
rTrxR1 inhibitor,-6.9%,22.9%[11.4 µM],1.9%[57.1 µM],?,?,2.2%
TRHR agonist,0.4,0.7,-0.1,0.3,0.7,-0.7
TrxR1 substrate,4.5%[0.457 µM],5.0%[11.4 µM],5.4%[57.1 µM],-13.4%,7.0%[57.1 µM],-4.5%
IDH1 R132H inh,-1.3%,0.4%,-3.8%,0.1%,-1.0%,3.9%
USP1-UAF1 inh,-8.2%,-11.3%,-7.4%,-6.0%,-23.8%,-8.3%
TRHR PAM,21.6,0.9,-2.7,-0.8,-1.0,-3.1
Pin1 inh,3.1%,5.8%,3.9%,2.9%,-0.4%,-14.5%

7) O=C(O)C1C2CC3C(OC(=O)C31)C2Cl (centres undefined)
8) CCOC(=O)N1CCN(C(=O)CSc2ccc(-c3cccc(OC)c3)nn2)CC1
9) O=C(CCNC(=O)c1ccco1)NNC(=O)c1ccc(Br)cc1
10) COc1cccc(-c2noc(CCCC(=O)Nc3ccc(C(N)=O)cc3)n2)c1
11) COCCCN1C(=O)C(=O)/C(=C(/O)c2ccc(S(=O)(=O)N3CCOCC3)cc2)C1c1ccc(Cl)cc1 (centres undefined)
12) CCOC(=O)c1cc(-c2ccc(C)cc2)n(CC(=O)Nc2ccc(OC)c(Cl)c2)c1C

assay / compound,7,8,9,10,11,12
D2 agonist,-0.3,-1.5,·,·,-0.1,0.4
D2 antagonist,2.1,1.9,·,·,-8.6,·
rTrxR1 inhibitor,6.0%,20.7%[57.1 µM],2.5%,17.4%,0.2%,5.6%
TRHR agonist,0.0,-0.1,·,0.1,0.5,0.5
TrxR1 substrate,1.2%,9.1%[57.1 µM],-2.1%,6.7%,-5.6%,-6.0%
IDH1 R132H inh,3.1%,0.7%,2.4%,-1.7%,-5.7%,0.0%
USP1-UAF1 inh,-21.0%,-16.7%,-6.6%,-7.2%,-3.4%,-10.6%
TRHR PAM,-3.0,-0.7,·,1.9,-5.6,-3.1
Pin1 inh,5.2%,-6.2%,4.3%,0.6%,0.2%,5.8%

13) Cc1ccc(S(=O)(=O)N[C@H](C(=O)N2CCC3(O)CCCCC3C2)c2ccccc2)cc1 (some centres undefined)
14) O=C(Nc1cccc2ncccc12)c1cccnc1
15) O=c1c2ccc([N+](=O)[O-])cc2ncn1CCOc1cccc(Br)c1
16) O=C1c2ccccc2S(=O)(=O)N1Cc1cc(=O)n2ccsc2n1
17) CCC1(c2ccccc2)NC(=O)N(CC(=O)NNC(=O)c2ccc(F)cc2)C1=O (centres undefined)
18) CCC12CN3CC(C)(CN(C1)C3c1c[nH]c3ccc(OC)cc13)C2=O (centres undefined)

assay / compound,13,14,15,16,17,18
D2 agonist,-0.5,0.3,1.8,0.4,0.5,3.8
D2 antagonist,-25.8,3.1,-1.8,10.8,-2.0,·
rTrxR1 inhibitor,-2.0%[57.1 µM],10.5%,13.2%,5.1%,-7.6%,7.0%
TRHR agonist,1.5,2.0,0.9,0.0,0.8,4.0
TrxR1 substrate,4.7%[57.1 µM],-2.8%,1.6%,-1.8%,-3.5%,-3.8%
IDH1 R132H inh,3.9%,-4.1%,-3.9%,-1.7%,2.6%,10.6%
USP1-UAF1 inh,-2.3%,-1.0%,-30.6%,-5.5%,?,-6.1%
TRHR PAM,2.3,22.7,-11.3,2.3,0.9,-1.2
Pin1 inh,-0.7%,-0.7%,-0.1%,-11.8%,2.7%,-4.7%

19) Cc1ccc(S(=O)(=O)NCCCN2CCOCC2)cc1C
20) COCCOC(=O)C1=C(C)N=C2SCCC(=O)N2C1c1ccc(OCc2ccccc2)c(OC)c1 (centres undefined)
21) CC(=O)c1ccccc1NC(=O)CC1(CC(=O)O)CCCCC1
22) CCN1C(=NCCc2ccccn2)N[C@@H](c2cccc(F)c2)C(C(=O)OC)=C1C
23) O=C(NCc1ccccc1Cl)c1ccc(Br)o1
24) CCCn1c(SCC(=O)Nc2nnc(-c3ccccc3)s2)nnc1-c1ccccn1

assay / compound,19,20,21,22,23,24
D2 agonist,0.6,-0.3,1.1,·,-1.0,-0.3
D2 antagonist,-10.4,·,-4.8,·,-3.2,5.0
rTrxR1 inhibitor,1.6%,20.8%,5.5%[57.1 µM],11.8%,-16.7%,-4.8%
TRHR agonist,-0.6,0.0,0.5,0.1&-0.3,0.5,-4.0
TrxR1 substrate,0.5%,3.9%,7.5%[57.1 µM],5.9%,-10.8%,-3.1%
IDH1 R132H inh,-2.2%,0.0%,-3.7%,1.5%,-9.4%,-0.1%
USP1-UAF1 inh,-20.3%,-30.9%,-7.5%,-19.8%,-21.9%,-2.4%
TRHR PAM,13.9,3.4,-4.4,-0.5&-6.7,2.5,-7.5
Pin1 inh,1.6%,0.3%,0.9%,6.1%,2.0%,2.5%

25) Cc1ccc(-c2nn[nH]n2)cc1Cl
26) CN1CCN(CCNC(=O)c2cc3c(=O)n(C)c4ccccc4c3n2C)CC1
27) Cc1cc(N2C(=O)NC(=O)CC2C)c(C)cc1C(C)C (centres undefined)
28) CCN(CC)S(=O)(=O)c1ccc(N2CCN(c3cccc(OC)c3)CC2)c([N+](=O)[O-])c1
29) O=C(C[C@H]1C/C=C\C[C@@H](Cc2ccc(F)cc2)C(=O)OC[C@@H]2CCCN2C1=O)NCCO
30) O=C1Nc2ccccc2SC1c1ccccc1Cl (centres undefined)

assay / compound,25,26,27,28,29,30
D2 agonist,0.0,0.7,0.8,0.1,·,·
D2 antagonist,-9.1,1.3,-3.0,-8.6,·,·
rTrxR1 inhibitor,11.3%[57.1 µM],15.5%[57.1 µM],-16.3%,-14.2%,7.2%,-7.4%[2.29 µM]
TRHR agonist,-0.1,0.3,0.0,0.1,·,·
TrxR1 substrate,7.0%[57.1 µM],7.7%[57.1 µM],5.3%,-13.9%,4.0%,-7.7%[2.29 µM]
IDH1 R132H inh,5.4%,6.4%,3.3%,7.6%,-13.9%,15.1%
USP1-UAF1 inh,-8.4%,-6.6%,-19.0%,-5.7%,-14.6%,-1.8%
TRHR PAM,-3.2,-2.8,-1.2,-13.3,·,·
Pin1 inh,-1.0%,-1.1%,3.7%,-16.5%,-11.1%,-0.5%

31) O=C(c1cc(COc2ccc3ncccc3c2)on1)N1CCC(O)CC1
32) CCc1cccc(OCCn2ccnc2)c1
33) CC1CCCN(CCCNC(=O)CCn2nc(-c3ccccc3)ccc2=O)C1 (centres undefined)
34) Cc1ccccc1C(=O)Nc1nnc(-c2ccc(F)cc2)o1
35) CCC(=O)Nc1nc2nc(-c3ccccc3)cc(=O)n2[nH]1
36) CS(=O)(=O)N(CC(=O)Nc1ccccc1C(=O)N1CCOCC1)c1ccc2c(c1)OCO2

assay / compound,31,32,33,34,35,36
D2 agonist,-0.4,0.5,·,-0.2,-2.0,0.5
D2 antagonist,0.7,3.2,·,-7.4,-16.0,9.2
rTrxR1 inhibitor,-5.3%[57.1 µM],0.1%[57.1 µM],7.2%,18.2%,1.6%,8.2%[57.1 µM]
TRHR agonist,-0.1,-0.5,-0.3,0.2,-1.1,0.4
TrxR1 substrate,-3.8%,1.8%[57.1 µM],0.3%,5.0%,-1.5%,11.7%[57.1 µM]
IDH1 R132H inh,-5.5%,-3.7%,0.3%,11.6%,1.5%,0.5%
USP1-UAF1 inh,-8.8%,0.4%,-21.1%,-16.1%,-11.5%,-3.6%
TRHR PAM,-1.9,-8.9,-9.0,4.5,4.4,1.0
Pin1 inh,1.0%,-6.2%,-3.2%,-6.9%,-0.5%,2.6%

Only part of the results is shown. The share of hits here may be higher or lower than overall.
